# PAFAH1B3 FP inh: inhibitors of human PAFAH1B3; recombinant PAFAH1B3, FP-rhodamine probe, fluorescence polarization; 0.28% of 340,000 active; Q15102; inhibition, % at 3.39 µM;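 active = inhibition above the screen-wide average of all tested compounds plus 3 SD, cut at about 25% in these data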;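 note: 0% = enzyme with DMSO only and 100% = wells lacking PAFAH1B3 protein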
# PAFAH2 FP inh: PAFAH2 (human) inhibition; Q99487; recombinant PAFAH2, FP-rhodamine activity probe, fluorescence polarization; inhibition, % at 3.39 µM; 0.99% of 340,000 active;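 active = inhibition above the mean over all tested compounds plus 3 SD, cut at about 30% in these data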;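 note: inhibitors block probe labeling of enzyme so polarization drops; 0% = enzyme with DMSO and 100% = wells lacking PAFAH2 protein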
# PAFAH1B2 FP inh: blocks human PAF acetylhydrolase 1b catalytic subunit 2; P68402; inhibition, % at 3.39 µM; recombinant PAFAH1B2, FP-rhodamine activity probe, fluorescence polarization; 1.2% of 340,000 active;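 active = inhibition above the mean of all tested compounds plus 3 SD, cut at about 24% in these data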;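 note: 0% = enzyme with DMSO and 100% = wells lacking PAFAH1B2; many of its hits are not listed in these tables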
# LYPLA1 inh: LYPLA1 (human) inhibition in PME1 counter-screen. O75608. recombinant LYPLA1, FP-Rh probe fluorescence polarization. inhibition, % at 5.9 µM. 0.16% of 320,000 active;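 active = inhibition above the mean of all tested compounds plus 3 SD, set per campaign, cut at about 14% in these data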;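 note: inhibitors block serine hydrolase probe labeling of LYPLA1 so polarization falls; 0% = enzyme with DMSO and 100% = wells lacking LYPLA1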
# Target sequence (O75608 whole entry, looked up): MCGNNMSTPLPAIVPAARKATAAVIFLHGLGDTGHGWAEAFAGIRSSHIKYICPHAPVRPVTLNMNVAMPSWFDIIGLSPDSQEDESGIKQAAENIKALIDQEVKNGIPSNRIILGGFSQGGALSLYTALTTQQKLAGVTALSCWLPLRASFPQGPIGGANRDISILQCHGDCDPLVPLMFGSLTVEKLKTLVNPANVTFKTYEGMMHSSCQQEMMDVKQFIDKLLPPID
# PME-1 inh: PME-1 (human) inhibition; inhibition, % at 5.9 µM; 0.53% of 320,000 active; Q9Y570; AID 2130; recombinant PME-1, FP-Rh probe fluorescence polarization;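 active = inhibition above the campaign mean of all compounds plus 3 SD, cut at about 26% in these data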;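 note: competitive labeling of PME-1 active site by serine hydrolase directed probe; 0% = PME-1 with DMSO and 100% = wells lacking PME-1 enzyme; inhibitors block probe labeling so polarization falls and inhibition rises; many of its hits are not listed in these tables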
# Target sequence (Q9Y570 whole entry, looked up): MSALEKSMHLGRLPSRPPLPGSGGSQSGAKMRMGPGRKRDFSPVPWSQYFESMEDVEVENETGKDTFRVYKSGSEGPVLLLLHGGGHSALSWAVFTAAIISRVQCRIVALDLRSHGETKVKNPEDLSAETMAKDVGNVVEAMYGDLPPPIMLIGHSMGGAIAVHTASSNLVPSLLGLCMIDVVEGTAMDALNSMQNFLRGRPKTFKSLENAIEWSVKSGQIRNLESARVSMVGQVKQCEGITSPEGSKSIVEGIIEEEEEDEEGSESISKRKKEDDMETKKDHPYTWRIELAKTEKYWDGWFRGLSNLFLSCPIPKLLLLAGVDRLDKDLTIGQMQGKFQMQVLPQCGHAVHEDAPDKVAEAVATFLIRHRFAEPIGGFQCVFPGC
# Fam108B counter: Fam108B inhibition, counter-screen for RBBP9 inhibitors; recombinant Fam108B, FP-Rh probe fluorescence polarization; inhibition, % at 9.51 µM; 0.33% of 300,000 active; AID 1947;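 active = inhibition above the screen mean inhibition plus 3 SD, computed separately per campaign, cut at about 18% in these data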;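 note: inhibitors lower polarization as less probe binds the enzyme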
# GSTO1 inh: GSTO1 inhibition, counter-screen for RBBP9 inhibitors; 1.1% of 300,000 active; inhibition, % at 5.96 µM; P78417; recombinant GSTO1, activity-based probe fluorescence polarization;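 active = inhibition above the campaign mean inhibition plus 3 SD, cut at about 35% in these data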;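 note: 0% = GSTO1-1 with DMSO and 100% = wells lacking GSTO1-1 enzyme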
# Target sequence (P78417 whole entry, looked up): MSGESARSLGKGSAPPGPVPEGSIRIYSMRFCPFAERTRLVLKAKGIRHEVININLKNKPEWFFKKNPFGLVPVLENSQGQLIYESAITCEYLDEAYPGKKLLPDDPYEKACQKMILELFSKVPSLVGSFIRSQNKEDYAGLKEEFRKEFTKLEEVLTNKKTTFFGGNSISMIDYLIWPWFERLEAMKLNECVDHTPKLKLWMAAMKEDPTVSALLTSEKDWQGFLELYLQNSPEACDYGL
# pPAFAH inh: pPAFAH (human) enzyme inhibition. 1.5% of 330,000 active. AID 463082. recombinant pPAFAH, FP-rhodamine probe fluorescence polarization. Q13093. inhibition, % at 3.39 µM;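 active = inhibition above the mean inhibition across the screen plus 3 SD, cut at about 25% in these data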;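 note: inhibitors block binding of the rhodamine activity-based probe so polarization drops; 0% = enzyme with DMSO and 100% = wells lacking pPAFAH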
# PAD4 inh: inhibitors of human PAD4; Q9UM07; recombinant PAD4, RCA probe fluorescence polarization; inhibition, % at 6.36 µM; 0.41% of 330,000 active; AID 485272;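 active = percent inhibition above a cutoff equal to the mean of all tested compounds plus 3 SD, cut at about 15% in these data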;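 note: 0% = PAD4 with RCA probe and DMSO and 100% = probe without PAD4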
# Starred values were filed as active, the others as inactive; . = not tested or not shown. Only part of the results is shown, so the mix of outcomes need not match the whole.
SMILES,PAFAH1B3 FP inh,PAFAH2 FP inh,PAFAH1B2 FP inh,LYPLA1 inh,PME-1 inh,Fam108B counter,GSTO1 inh,pPAFAH inh,PAD4 inh
CC(=O)Nc1ccccc1C(=O)OCC(=O)c1ccc2ccccc2c1,4,10,4,-4,-6,-5,-3,-4,1
O=C(Nc1ccccc1Cl)OC1CN2CCC1CC2 (stereo unspecified),3,0,-2,3,0,1,0,-1,4
N[C@@H]1CC[C@@]2(O)[C@H]3Cc4ccc(O)c5c4[C@@]2(CCN3CC2CC2)C1O5 (stereo partly specified),12,-8,-1,.,.,.,.,6,0
Cn1c(O)c(C(c2ccncc2)c2c(O)n(C)c(=S)n(C)c2=O)c(=O)n(C)c1=S,2,9,4,0,0,-1,6,0,-2
COCCOC(=O)C1=C(N)OC(C)=C(C(=O)OC)C12C(=O)Nc1ccccc12 (stereo unspecified),9,-1,3,1,0,-1,-3,4,-1
CSc1nc2ccc(C)cc2c(=O)n1-c1cccnc1,2,6,7,1,3,0,-11,-2,-1
COc1ccc(-n2c(=O)[nH]c3ccccc3c2=O)c(OC)c1,8,-2,3,-1,0,-1,-6,0,3
CCOc1ccc(C2(C#N)CC[N+](C)(C)CC2)cc1,11,6,5,1,1,3,-1,-1,4
O=C(Nc1ccc(Cl)cc1)Nc1nccs1,2,-4,-5,-6,2,0,-11,-1,-3
O=[N+]([O-])NC1=NCN(Cc2ccco2)CN1Cc1ccco1,4,-8,4,0,2,4,6,-1,3
CN1CCN(c2cc(N3CCCC3)c([N+](=O)[O-])cc2F)CC1,0,3,1,-4,5,1,-1,4,1
O=C(N/N=C/c1c(O)n(Cc2ccccc2)c(=O)[nH]c1=O)c1ccccc1,8,16,19,-2,0,1,-3,10,-1
NC(=O)Cn1cc(C(=O)c2ccccc2F)c2ccccc21,-1,3,3,2,0,3,12,-1,-2
COc1ccccc1NC(=O)N1C[C@@H]2C[C@@H](C1)c1cccc(=O)n1C2,3,-2,-1,0,-4,-1,-4,6,-5
C[C@]12CCC3C(CC[C@H]4C[C@@H](O)CC[C@]34C)C1CC[C@@H]2OC(=O)[C@H](N)CCCCN (stereo partly specified),0,4,1,.,.,.,.,-3,-4
Cn1c(O)c(C(=O)c2ccccc2F)c(=O)n(C)c1=O,5,-6,4,-1,0,-2,2,5,0
CCCCn1c(O)c(C(C)=NCc2ccc(F)cc2)c(=O)[nH]c1=O,11,0,7,-1,-4,4,3,-4,-3
CCSC(=O)N1CCCCCC1,8,12,-2,1,7,.,.,-6,0
COc1cc(OC)c(OC)cc1CNCCc1ccc2c(c1)OCO2,8,2,2,-1,1,8,3,1,3
Cc1ccc(NP(=O)(Oc2ccccc2F)Oc2ccccc2F)cc1C,-10,3,0,-6,-9,-3,-4,4,-2
OCCNCCc1c[nH]c2ccc(OCc3ccccc3)cc12,10,4,1,1,5,1,-2,0,-3
OCC#CC[N+]1(CC#Cc2ccccc2)CCCC1,13,1,2,1,1,1,10,7,-2
CCOC(=O)C1=C(N)OC2=C(C(=O)CCC2)C12C(=O)N(CC(N)=O)c1ccccc12 (stereo unspecified),11,-1,3,3,2,-3,5,2,-3
Cc1cc(C=C2C(=O)NC(=S)NC2=O)c(C)n1-c1ccc2c(c1)OCO2,-4,11,4,-4,0,1,20,5,-9
C=C1[C@H]2CC[C@H]3[C@]4(C)C[C@H](O[C@@H]5OC(CO)[C@@H](OSOOO)[C@H](OS(=O)(=O)O)[C@H]5OC(=O)CC(C)C)C[C@@H](C(=O)O)[C@H]4CC[C@]3(C2)[C@H]1O (stereo partly specified),5,4,9,.,.,.,.,-1,-1
# (listing goes on)
SMILES,PAFAH1B3 FP inh,PAFAH2 FP inh,PAFAH1B2 FP inh,LYPLA1 inh,PME-1 inh,Fam108B counter,GSTO1 inh,pPAFAH inh,PAD4 inh
Cc1[nH]c2ccc(OC(F)(F)F)cc2c1CCNCc1cccc([N+](=O)[O-])c1,12,2,4,3,10,2,9,-1,-1
Cc1ccccc1OCCCn1cc(C(=O)C(=O)N2CCOCC2)c2ccccc21,2,2,0,-3,9,0,-6,8,-2
Cc1c2cnn(CC(=O)N3CCC4(CC3)OCCO4)c(=O)c2c(C)n1Cc1ccccc1Cl,5,3,0,-2,7,3,6,3,-2
CC(Cc1ccc(O)cc1)NCC(O)c1cc(O)cc(O)c1 (stereo unspecified),2,-3,8,-5,0,-1,7,4,-2
COc1cc2c(cc1OC)C(C(=O)NCCC(C)C)C1CCCCN1C2=O (stereo unspecified),4,-6,2,-2,6,-3,3,1,1
CC(C)(O)C(=O)Nc1ccc([N+](=O)[O-])c(C(F)(F)F)c1,3,-1,1,3,-2,.,.,-2,-1
COC(=O)c1ccccc1N=Cc1c(O)[nH]c(=O)[nH]c1=O,3,-3,3,1,-3,-5,-3,5,-2
CCCc1[nH]nc2c1C1(C(=O)N(CC(N)=O)c3ccccc31)C(C(=O)OC)=C(N)O2 (stereo unspecified),-4,5,-2,0,-1,-2,0,0,5
FC(F)(F)c1ccc(NC2=NCCCS2)cc1,-1,-8,4,7,3,2,0,2,2
O=C1NC(=O)N(CCc2ccc(F)cc2)C(=O)/C1=C/C=C/c1ccccc1,.,.,.,-5,-4,1,-8,12,-12
CN(C)c1ccc(C=C2C(=O)NC(=S)NC2=O)cc1[N+](=O)[O-],-1,7,1,-4,2,0,30,2,0
CCN(CC)CCN=Cc1c(O)n(CCc2ccccc2)c(=O)[nH]c1=O,5,5,-3,1,1,-1,-4,2,5
COC(=O)C1=C(c2ccc(S(C)(=O)=O)cc2)C[C@@H]2CC[C@H]1N2C(=O)NCc1ccc(F)cc1,-1,-5,0,2,0,5,4,2,-3
CC1=C(C(=O)Nc2ccccc2)S(=O)(=O)CCO1,-3,2,4,3,-2,-3,24,-2,-3
CCC(COC(=O)NC)NC(=O)Oc1ccccc1 (stereo unspecified),8,-9,-3,1,7,-1,-1,3,7
CCOC(=O)[C@@H]1[C@H]2COc3ccc(Br)cc3[C@H]2N2C(=O)N(c3cccc(C)c3)C(=O)[C@]12C,-1,7,3,.,.,.,.,4,0
CCN(CC)C(=O)c1ccc(NC(=O)c2ccc(N3CCCC3=O)cc2)cc1,5,-1,2,-9,4,.,.,-1,-1
O=c1c(C=NCCN2CCNCC2)c(O)n(C2CCCCC2)c(=O)n1C1CCCCC1,7,6,3,-3,-2,-5,-3,-1,-3
CCC1C=CC=CC[C@H](C)[C@@H](O)[C@](C)(O)C(=O)[C@@H](C)[C@H](O)[C@@H](C)C(=O)[C@H](C)[C@@H](O)[C@H](C)C=CC(=O)OC2[C@@H](C)C(CC1)OC1(CC[C@@H](C)C(C[C@H](C)O)O1)[C@@H]2C (stereo partly specified),.,.,.,-3,-14,-10,2,15,0
O=c1c2ccccc2nc(-c2ccccc2Cl)n1-c1ccc(O)cc1,4,11,0,-3,2,-3,1,4,-1
CCOc1cc2[nH]c(=S)n(CCCC(=O)N3CCC4(CC3)OCCO4)c(=O)c2cc1OCC,4,-2,2,6,4,4,6,4,-5
O=C1NC(=O)C(=Cc2ccc(OCC(=O)N3CCOCC3)cc2)C(=O)N1,7,10,-4,-3,-4,-3,5,4,-4
CCCCCc1nc2c(c(=O)c3ccccc3n2C)c(=O)n1C1CCCCCC1,-10,20,0,-2,-5,-2,-5,3,-7
CN(C)CCCN=Cc1c(O)n(CCc2ccccc2)c(=O)[nH]c1=O,0,1,2,0,-4,-2,7,-4,-1
CC(C)NS(=O)(=O)c1ccc(OCC(=O)N2CCN(Cc3ccc4c(c3)OCO4)CC2)c(Cl)c1,11,5,5,-2,6,-3,2,5,0
# New compounds follow
SMILES,PAFAH1B3 FP inh,PAFAH2 FP inh,PAFAH1B2 FP inh,LYPLA1 inh,PME-1 inh,Fam108B counter,GSTO1 inh,pPAFAH inh,PAD4 inh
C[C@@H]([C@@H](O)c1ccccc1)N(C)C(=O)Cc1ccccc1,2,-5,7,-1,-4,0,0,3,1
C[C@@H]1CC2(CCCC[N+]2(C)C)C[C@H]1C,5,2,7,6,0,2,6,2,-3
CCOC(=O)C1C2c3ccccc3O[C@@]1(C)N=C1SCC(=O)N12 (stereo partly specified),-13,-3,0,-1,-1,-1,-1,-4,3
CC(C)(C)c1o[nH]c(=O)c1CC(N)C(=O)O (stereo unspecified),-6,-8,-2,1,-4,-1,2,1,0
CC(C)(C)NC(=S)/N=C(\N)N[N+](=O)[O-],13,1,6,1,-2,2,-17,3,3
COC(=O)C1=C(c2ccccc2OCc2ccccc2)C[C@@H]2CC[C@H]1N2C(=O)NCCOc1ccc(OC)cc1,0,3,6,-1,-3,.,.,3,2
CCC(=NCc1cc(OC)cc(OC)c1)c1c(O)n(C2CCCCC2)c(=O)[nH]c1=O,1,5,7,-3,3,3,-14,2,-25
C=CCn1c(O)c(C(CC)=Nc2cccc(C(=O)O)c2)c(=O)[nH]c1=O,1,6,4,4,-2,3,21,3,0
COc1ccc(C2=CC(c3ccc(OC)c(OC)c3)c3c(c4ccccc4oc3=O)O2)cc1OC (stereo unspecified),4,-15,-1,-8,-8,-7,2,-8,-1
COc1ccc(CC(C)NCCc2ccc(OC)c(OC)c2)cc1 (stereo unspecified),3,4,1,-1,1,-1,9,3,1
Cc1ccc2[nH]c(C)c(CCNCc3ccco3)c2c1,5,7,0,0,3,-7,-3,5,-2
O=c1[nH]c(=S)n(-c2ccccc2F)c(O)c1C=NCCN1CCNCC1,1,1,10,2,-6,9,1,1,-1
Clc1ccc2c(c1)C(c1ccccc1Cl)=NCc1nnc(N3CCN(CCSc4ccccc4)CC3)n1-2,3,5,1,-2,2,4,-8,9,-1
Cc1c(Cl)cccc1NC(=S)N1CC2CC(C1)c1cccc(=O)n1C2 (stereo unspecified),8,-2,4,1,0,2,2,2,1
CC(C)(C)OC(=O)c1c(N)n(Cc2ccco2)c2nc3ccccc3nc12,2,2,4,-3,-1,-2,56*,0,19*
COc1ccc(CC2C(=O)NC(=O)NC2=O)c(OC)c1,9,-3,4,0,-6,0,19,5,0
Cc1ccc(/C=C2/C(=O)NC(=O)N(CC3CCCO3)C2=O)s1 (stereo unspecified),6,23,-4,-1,1,4,7,5,-6
CN1CCCC(C(=O)c2ccccc2)C1 (stereo unspecified),11,-8,2,2,-3,-1,5,4,1
COc1ccc(CN2CCN(Cc3ccccc3)CC2)c(OC)c1,-3,6,-6,0,-4,-1,2,-1,3
C=CCn1c(O)c(C(C)=NCCC2=CCCCC2)c(=O)[nH]c1=O,7,-2,-3,0,2,0,1,-3,3
COc1ccccc1CNCCc1ccc(F)cc1,-8,1,3,-1,-2,1,-2,8,1
CCN1CCN(c2ccc(N)c(C)c2)CC1,10,1,2,4,4,0,4,4,2
Cc1ccc(-n2c(O)c(C=Nc3ccc(S(N)(=O)=O)cc3)c(=O)[nH]c2=O)cc1,8,4,8,-2,-2,-2,2,5,-3
CC(C)(C)C(=O)c1cn(CC(=O)NCc2ccco2)c2ccccc12,7,0,-1,0,-4,-2,-7,0,-1
CC(C)CNC(=O)c1c(N)n(Cc2ccco2)c2nc3ccccc3nc12,7,-6,5,-8,0,15,42*,22,-31
CN1CC(C(=O)c2ccc([N+](=O)[O-])cc2)C(c2ccc(Cl)cc2)C1 (stereo unspecified),5,-5,5,-1,-1,3,0,3,1
Cc1c(C(=O)N2CCC3(CC2)OCCO3)sc2ncnc(N(C)c3ccccc3)c12,5,6,2,1,0,7,-1,0,4

# Screening data: PubChem BioAssay, The Scripps Research Institute Molecular Screening Center
